Source: PubChem (several laboratories)
HePTP inhibitor: inhibitors of human HePTP phosphatase, primary screen, biochemical, absorbance, leukemia target. recombinant HePTP phosphatase activity, OD absorbance. inhibition, % at 20 µM. 0.64% of 110,000 active. AID 521, 2006; in the data active = inhibition above about 50%;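 also: plate controls were vehicle for no effect and reference inhibitor for full effect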
Target sequence (P35236 whole entry, looked up): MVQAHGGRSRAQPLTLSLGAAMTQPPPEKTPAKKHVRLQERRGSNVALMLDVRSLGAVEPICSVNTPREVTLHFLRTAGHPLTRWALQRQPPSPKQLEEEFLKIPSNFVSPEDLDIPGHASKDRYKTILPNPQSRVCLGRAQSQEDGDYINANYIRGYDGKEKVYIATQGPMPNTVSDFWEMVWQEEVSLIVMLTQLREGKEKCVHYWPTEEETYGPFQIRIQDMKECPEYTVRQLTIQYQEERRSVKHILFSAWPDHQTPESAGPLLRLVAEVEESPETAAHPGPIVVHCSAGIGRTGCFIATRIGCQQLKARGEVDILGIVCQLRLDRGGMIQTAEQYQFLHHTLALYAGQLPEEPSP
BAP1 inh: inhibitors of BAP1 deubiquitinase, primary screen, biochemical, Ub-AMC fluorescence, kinetic; activity remaining (% of control), % at 20 µM; AID 436, 2006; recombinant BAP1, Ub-AMC hydrolysis fluorescence kinetic; hits give low values; 0.48% of 72,000 active; Ubiquitin carboxyl-terminal hydrolase BAP1 (Homo sapiens), Q92560;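 active = activity remaining at or below 50% of control, provided the compound also passes the data quality filters; inactive = the rest, including low values that fail the filters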;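 also: 100% = DMSO wells rate and 0% = substrate alone blank rate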
Target sequence (Q92560 whole entry, looked up): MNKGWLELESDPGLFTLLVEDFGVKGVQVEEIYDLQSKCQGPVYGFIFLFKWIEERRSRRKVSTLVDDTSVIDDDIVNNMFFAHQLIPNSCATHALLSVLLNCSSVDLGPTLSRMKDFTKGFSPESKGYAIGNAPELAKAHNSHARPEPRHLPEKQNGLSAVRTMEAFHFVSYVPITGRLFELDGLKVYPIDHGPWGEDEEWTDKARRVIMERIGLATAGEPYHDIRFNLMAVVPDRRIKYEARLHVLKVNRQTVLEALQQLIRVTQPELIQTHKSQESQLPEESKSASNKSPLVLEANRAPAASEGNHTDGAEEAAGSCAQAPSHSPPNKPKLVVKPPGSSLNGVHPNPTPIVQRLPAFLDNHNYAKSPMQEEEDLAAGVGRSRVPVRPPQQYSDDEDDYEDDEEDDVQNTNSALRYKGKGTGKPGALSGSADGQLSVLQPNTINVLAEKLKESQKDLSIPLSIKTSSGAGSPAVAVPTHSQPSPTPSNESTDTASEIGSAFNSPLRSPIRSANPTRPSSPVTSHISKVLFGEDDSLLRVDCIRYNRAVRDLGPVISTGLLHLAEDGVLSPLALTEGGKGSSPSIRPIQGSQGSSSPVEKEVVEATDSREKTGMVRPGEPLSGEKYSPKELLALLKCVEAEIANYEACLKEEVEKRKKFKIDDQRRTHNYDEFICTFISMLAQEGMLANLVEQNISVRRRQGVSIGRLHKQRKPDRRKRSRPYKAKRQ
* marks the source's active call; other numbers are inactive results; / = not tested or not shown; & = joins results of further samples.

item	SMILES	HePTP inhibitor	BAP1 inh
1	CCOC(=O)c1cnn2c(C)cc(-c3ccc(OC)cc3)nc12	12	/
2	N#Cc1c2n(c3c(=O)n(Cc4ccccc4Cl)cnc13)CCCCC2	-2	92
3	O=C1NC(=O)N(c2ccccc2)C(=O)/C1=C/c1ccc(N2CCOCC2)o1	9	/
4	CCOC(=O)C1=C(C)NC(=O)NC1/C=C/c1ccccc1 (stereo not drawn)	1	103
5	CCc1c(C)nc2cc(-c3ccc(Cl)cc3)[nH]n2c1=O	4	/
6	O=C(CSc1ccc2nnc(-c3cccc(F)c3)n2n1)NCc1ccco1	11	107
7	COC(=O)c1ccccc1NC(=O)c1cc(-c2cccs2)on1	7	64
8	COc1cc2c(cc1NCc1cccc([N+](=O)[O-])c1)oc1ccccc12	4	/
9	CCOC(=O)COc1ccc(S(=O)(=O)Nc2ccc3c(c2)OCCO3)cc1	-4	110
10	COc1ccc(-c2nnc3c4ccccc4c(C)nn23)cc1S(=O)(=O)N1CCN(CCO)CC1	5	99
11	CCC(c1nnnn1Cc1ccco1)N(Cc1cc2cc(OC)ccc2[nH]c1=O)C1CCCCC1 (stereo not drawn)	9	60
12	Cc1noc(C)c1S(=O)(=O)Nc1ccc(C(=O)NCCc2ccccc2)cc1	16	90
13	Cn1c(=O)c(C(=O)CN2CCCc3ccccc32)c(N)n(Cc2ccccc2)c1=O	-8	130
14	CC/C(=N\O)c1ccc(OC)c(OC)c1	4	124
15	CCOC(=O)COc1ccc(S(=O)(=O)N2CCc3ccccc3C2)cc1	9	95
16	CCCCn1c(=O)c2ccccc2c2ccccc2c1=O	3	113
17	Cc1c2c([n+]3n1CCC3)CC(C)(C)CC2=O	0	90
18	COc1ccc(NC(=O)C2C3CCC(C3=C(C)C)C2C(=O)O)cc1 (stereo not drawn)	5	/
19	O=C(COc1cc(=O)n2c(n1)SCCC2)c1ccccc1	3	93
20	O=C(CCn1c2ccccc2c2ccccc21)N/N=C/c1ccccc1	-10	/
21	COC(=O)C1=C(N)Oc2cc(C)n(C)c(=O)c2C1c1ccc(Cl)cc1 (stereo not drawn)	1	102
22	CCc1c(C)sc(NC(=O)c2cccc([N+](=O)[O-])c2)c1C(N)=O	-4	/
23	Cc1ccccc1Cn1cc(NC(=O)c2noc3c2CC(C(C)(C)C)CC3)cn1 (stereo not drawn)	10	124
24	COC(=O)C1=C(C)NC(=O)CC1c1c(F)cccc1Cl (stereo not drawn)	-3	/
25	Cc1ccc(/C=C2\SC(=S)N(NS(=O)(=O)c3ccc(C)cc3)C2=O)cc1	2	/
26	COc1cc(C(=O)N2CCN(Cc3cccc(Oc4ccccc4)c3)CC2)cc(OC)c1OC	9	/
27	CCCCOC(=O)CSc1nc(N)c(C#N)c(-c2ccc(OC)cc2)c1C#N	-4	129
28	Cc1ccccc1OCCCNCC1CCCO1 (stereo not drawn)	-13	/
29	CSc1ccc2nnc(-c3cccc(F)c3)n2n1	4	95
30	Cc1ccccc1Cn1nc(C)c(NC(=O)c2noc3c2CCc2ccccc2-3)c1C	11	77
31	O=C(NC(=S)Nc1ccc(I)cc1)c1ccco1	10	/
32	Cc1ccc2c(c1)N(CCCC(=O)NCc1cccnc1)C(=O)CO2	-1	101
33	Cc1ccsc1/C=C1\SC(=N)N(c2ccc3c(c2)OCO3)C1=O	-9	/
34	O=C(c1ccccc1)c1cc(Cl)ccc1N=Cc1ccc([N+](=O)[O-])s1	8	/
35	O=S(=O)(c1ccccc1)N1CCN(c2cc(-c3ccccc3)nc3ncnn23)CC1	-11	/
36	CCSC1=C(C#N)C2(CCCC2)C(C#N)=C(N)N1	4	68
37	CC1CCN(C(=O)CSc2nnc(CN3CCOCC3)n2-c2ccccc2)CC1	4	92
38	COC(=O)c1ccccc1NC(=O)c1ccc2c(c1)C(=O)N(Cc1ccco1)C2=O	-3	123
39	COc1cc([N+](=O)[O-])ccc1NC(=O)c1cc(Cl)ccc1OC	0	/
40	Cc1ccc2cc(CCNC(=O)C(C)(C)C)c(=O)[nH]c2c1	13	87
41	O=C(NC1CCCCC1)N1CCC(c2nc(-c3ccc(S(=O)(=O)N4CCCC4)cc3)no2)CC1	3	/
42	O=C(CN(Cc1ccco1)C(=O)CNS(=O)(=O)c1ccccc1)NCc1ccc(F)cc1	6	98
43	CCOc1ccc(N2C(=O)NC(=O)/C(=C\c3ccc(OCC)c(Cl)c3)C2=O)cc1	6	/
44	COc1ccc(N=C2CC(C)(C)CC(O)=C2C(C)=O)cc1	-16	/
45	CCOc1ccc(NC(=O)/C=C/c2ccc(F)cc2)cc1	9	/
46	Cc1ccc2c(nc3s/c(=C/c4cccs4)c(=O)n32)c1C	-9	71
47	CCOC(=O)c1cn(CC)c2ccc(Br)cc2c1=O	12	98
48	CC(/C=N/N1C(=O)CSC1=S)=C\c1ccccc1	5	/
49	CCOc1ccc(NC(=O)c2cnsn2)cc1	-2	170
50	Cn1cccc1C(=O)Nc1nccs1	8	92
51	O=C(NCCOc1ccc(Cl)cc1)C1CC(=O)N(c2ccc(F)cc2)C1 (stereo not drawn)	5	95
52	CC(=O)C1=C(C)Nc2cc(C(F)(F)F)ccc2S1	2&-9	81
53	c1ccc(CN2CCN(c3ncnc4nc[nH]c34)CC2)cc1	10	96
54	Cc1cc(=O)oc2cc(OCC(=O)OCC(=O)NCc3ccc4c(c3)OCO4)ccc12	10	161
55	CC(C)c1nc(=S)c2ccccc2[nH]1	-10	77
56	CC(=O)N1CC2(C)CN(C(C)=O)CC(C)(C1)C2=O	4	93

Quoted from the listing:
compound 56 | BAP1 inh: 93
compound 49 | BAP1 inh: 170
compound 55 | HePTP inhibitor: -10

3 of the entries above in order of their number in HePTP inhibitor, low to high:
item	SMILES	HePTP inhibitor	BAP1 inh
55	CC(C)c1nc(=S)c2ccccc2[nH]1	-10	77
56	CC(=O)N1CC2(C)CN(C(C)=O)CC(C)(C1)C2=O	4	93
54	Cc1cc(=O)oc2cc(OCC(=O)OCC(=O)NCc3ccc4c(c3)OCO4)ccc12	10	161

The list continues.
item	SMILES	HePTP inhibitor	BAP1 inh
57	CCOc1ccc(C2CC(c3ccc(OC)c(OC)c3)n3nc(N)nc3N2)cc1 (stereo not drawn)	-15	95
58	O=C(CCCN1C(=O)CSc2ncccc21)N1CCN(Cc2ccccc2)CC1	-5	96
59	CC(C)Oc1ccc(Cc2cnc(N)nc2N)cc1	-13	/
60	O=C1NC(=S)S/C1=C/c1ccccc1OS(=O)(=O)c1ccccc1[N+](=O)[O-]	-11	/
61	O=C(CC1NC2CCCCC2NC1=O)Nc1cccc(C(F)(F)F)c1 (stereo not drawn)	4	105
62	CN(C)c1ccc(/C=N/N2C(=O)CSC2=S)cc1	-8	/
63	Cc1c(NC(=O)c2cc(-c3ccccc3)on2)c(=O)n(-c2ccccc2)n1C	8	91
64	O=C1C(=O)N(c2cccc(Cl)c2)C(c2cccc(F)c2)/C1=C(\O)c1ccccc1 (stereo not drawn)	1	/
65	CCOC(=O)C1CCN(C(=O)c2oc3ccc(S(=O)(=O)N4CCCCCC4)cc3c2C)CC1	0	/
66	Cc1ccc(S(=O)(=O)NC(C(=O)OCC(=O)NC2CCS(=O)(=O)C2)C(C)C)cc1 (stereo not drawn)	5	118
67	Cc1c(-c2ccc(F)cc2)nc(N)c(C#N)c1-c1ccco1	2	/
68	COc1ccccc1CC(=O)N1CC(C)CC(C)C1 (stereo not drawn)	/	55
69	O=C(O)CN1C(=O)/C(=C\c2cccc(OC(=O)c3ccco3)c2)SC1=S	0	/
70	COc1cccc(-c2nnc(SCC(=O)Nc3ccc(OC)c(OC)c3)n2N)c1	-3	102
71	COc1cccc(Nc2ccc3noc4c3c2C(=O)c2ccccc2-4)c1	6	/
72	CCc1cc2c(=O)c(Oc3ccccc3)c(C)oc2cc1O	6	/
73	O=C(CSc1nc2ccccc2o1)N1CCN(c2ccccc2)CC1	-10	/
74	O=C(Nc1cccc(-c2nc3cc(Cl)ccc3o2)c1)c1ccc(Br)o1	4	/
75	CC(C)(C)NC(=O)C(=O)NCc1ccc(Cl)cc1	0	/
76	O=C(Oc1ccc2c(=O)c(Oc3ccccc3Br)coc2c1)c1ccco1	1	/
77	COc1ccc(C2C(C#N)=C(N)OC3=C2C(=O)CC(C)(C)C3)c(OC)c1OC (stereo not drawn)	-6	96
78	COc1ccc(C(c2nnnn2CCc2ccccc2)N2CCN(C3CCCC3)CC2)cc1 (stereo not drawn)	12	122
79	Cc1cccc(N/C(N)=N/c2nc3c(c(=O)[nH]2)CCCC3)c1	11	84
80	N#Cc1ccccc1CSc1nc2ncc(Br)cc2[nH]1	7	82
81	CCC/C(O)=C1/C(=O)CC(C)(C)CC1=NCCCCCCN=C1CC(C)(C)CC(=O)/C1=C(/O)CCC	-4	/
82	Cc1nnc(SCc2cc(=O)[nH]c(N3CCCCC3)n2)s1	8	106
83	COc1cccc(C(=O)Nc2ccc(C)cc2)c1	6	92
84	CC1(C)CC(=O)C=C(NCCc2ccc(S(N)(=O)=O)cc2)C1	3	97
85	COc1ccc(C(C)=O)c2c1OCCO2	3	94
86	FC(F)(F)c1ccc(N2CCOCC2)c(Nc2nc3ccccc3n3cnnc23)c1	2	/
87	CCCOc1ccc(/C(O)=C2/C(=O)C(=O)N(CCN(CC)CC)C2c2ccncc2)cc1 (stereo not drawn)	3	103
88	Cc1ccc2nc(-c3ccc(NC(=O)COc4ccc([N+](=O)[O-])cc4)cc3)oc2c1	8	/
89	CC1=NNC(=O)C1CC(=O)N/N=C(/C)c1cccc([N+](=O)[O-])c1 (stereo not drawn)	7	/
90	CCc1ccc(NC(=O)C(=O)NCC2CCCO2)cc1 (stereo not drawn)	9	/
91	CS(=O)(=O)N(Cc1ccccc1)c1ccc(C(=O)N2CCN(c3ccccc3)CC2)cc1	7	/
92	COc1ccc(-c2cc(C(=O)N/N=C(\C)c3ccc([N+](=O)[O-])cc3)[nH]n2)cc1	-6	/
93	O=C(NS(=O)(=O)c1ccccc1Cl)c1ccc[nH]1	-8	105
94	COc1ccc(-n2c(SCC(=O)Nc3ccc(C(=O)O)cc3)nnc2-c2cccs2)cc1	1	89
95	COc1ccc(OC)c(S(=O)(=O)n2nnc3cc(Cl)ccc32)c1	13	94
96	Cc1cc([N+](=O)[O-])ccc1NS(=O)(=O)c1cc(Cl)ccc1Cl	-18	/

Profiles as entered above.
Record of COc1cc([N+](=O)[O-])ccc1NC(=O)c1cc(Cl)ccc1OC → HePTP inhibitor = 0; BAP1 inh = /
Record of COc1ccc(-c2cc(C(=O)N/N=C(\C)c3ccc([N+](=O)[O-])cc3)[nH]n2)cc1 → HePTP inhibitor = -6; BAP1 inh = /

Carrying on.
item	SMILES	HePTP inhibitor	BAP1 inh
97	Cc1ccc(N2CC(C(=O)Nc3ccccc3Br)CC2=O)cc1 (stereo not drawn)	-9	/
98	Cc1c(NC(=O)/C=C/c2ccc(Cl)cc2)cccc1-c1nc2ncccc2o1	8	/
99	O=c1[nH]c(N/N=C/C2CC=CCC2)nnc1-c1ccccc1 (stereo not drawn)	-1	/
100	COCCCNC(=O)c1c(Cl)cccc1Cl	0	/
101	Cn1c(N2CCN(C(=O)NCc3ccccc3)CC2)nc2ccccc21	4	94
102	Cn1c(SCC(=O)NCc2ccccn2)nc2sc3c(c2c1=O)CCCC3	/	95
103	O=C(O)C1(O[N+](=O)[O-])C2CC3CC(C2)CC1C3 (stereo not drawn)	-8	/
104	CCOC(=O)N1CCN(C(=O)c2cn(C)c3ccc(S(=O)(=O)N4CCCC4)cc3c2=O)CC1	3	92
105	CN(C)c1ccc(C(=O)N2CCN(c3ccccc3)CC2)cc1	-1	/
106	N#CCSc1nc2c(c(C3CC=CCC3)c1C#N)CCC2 (stereo not drawn)	0	87
107	CCOC(=O)CCCOC(=O)c1ccc(S(=O)(=O)N(C)C)cc1	-2	99
108	COc1ccc(NC(=O)C2(N(CC(C)C)C(=O)Cn3nnnc3N)CCCCC2)cc1	8	84
109	COC(=O)c1ccc(NC(=O)CSc2nnc(C)n2-c2ccccc2)cc1	14	72
110	COc1ccc2nc(SCC(=O)Nc3ccc(Cl)cc3)[nH]c2c1	-4	/
111	CCN1C(=O)CS/C1=C(\C#N)S(=O)(=O)c1ccccc1	7	70
112	COC(=O)c1c(NC(=O)Nc2ccc(Cl)c(Cl)c2)sc2c1CCC2	5	/
113	O=C(Nc1ccc2c(c1)OCO2)C1CCCN(S(=O)(=O)c2cccs2)C1 (stereo not drawn)	5	70
114	COC(=O)c1ccccc1NS(=O)(=O)c1ccc2c3c(cccc13)C(=O)N2	2	78
115	O=c1[nH]c2ccc(Cl)cc2c(-c2ccccc2)c1C1=NOC(c2ccccc2)C1 (stereo not drawn)	-3	/
116	Cc1ccc(-c2nc3ccccc3o2)cc1NC(=O)c1ccc2c(c1)OCCO2	10	/
117	CN1CCN(c2ccc([N+](=O)[O-])c(NCCOc3ccc(Cl)cc3)c2)CC1	-2	/
118	Cc1ncoc1C(=O)Nc1ccccc1C(N)=O	6	97
119	O=C(NCCOC(=O)c1ccccc1)c1ccc([N+](=O)[O-])cc1	7	/
120	c1csc(-c2nn3c(-c4ccncc4)nnc3s2)c1	-3	101
121	COCCOC(=O)c1c(C)oc2ccc(OC(=O)c3cc4ccccc4o3)cc12	5	/
122	COc1ccccc1N(CC(=O)N1CCOCC1)S(=O)(=O)c1ccccc1	-5	/
123	CC(C)(C)NC(=O)C1CC(=O)OC12CCCCC2 (stereo not drawn)	4	103
124	N#CC1=C(N)C(C#N)(C#N)C(c2ccc(Cl)cc2Cl)C2CCCC=C12 (stereo not drawn)	2	/
125	CCCc1nnc(NC(=O)CSc2ncn[nH]2)s1	8&13	104

Compounds were not picked by outcome, and some 0.83% of all compounds hit somewhere here.
